Assay outcomes deposited in PubChem by The Scripps Research Institute Molecular Screening Center.
TEAD-YAP block: TEAD-YAP interaction inhibition; 1.4% of 640,000 active; inhibition, % at 9.12 µM; AID 1259422; HEK-TIYL cells, TEAD-Gal4/YAP UAS-luciferase luminescence; in the data active = inhibition above about 32%;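 also: 0% = median of test compound wells and 100% = reference inhibitor wells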
GPR151 activ: activates the human receptor GPR151 | Q8TDV0 | PathHunter beta-arrestin GPR151 cells, luminescence | activation, % at 11.2 µM | 1% of 650,000 active | AID 1508602; in the data active = activation above about 4.9%;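 also: 0% = median of compound wells and 100% = cells with positive control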
FBW7 act: activators of human E3 ligase FBW7. AlphaScreen FBW7–phospho-cyclin E peptide binding, activator screen. normalized activity (activation), % at 26.1 µM. 0.13% of 650,000 active. AID 1259310; in the data active = normalized activity above about 1.9%;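 also: purified mutant Fbw7 with reduced substrate affinity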
Target sequence (Q969H0 whole entry, looked up): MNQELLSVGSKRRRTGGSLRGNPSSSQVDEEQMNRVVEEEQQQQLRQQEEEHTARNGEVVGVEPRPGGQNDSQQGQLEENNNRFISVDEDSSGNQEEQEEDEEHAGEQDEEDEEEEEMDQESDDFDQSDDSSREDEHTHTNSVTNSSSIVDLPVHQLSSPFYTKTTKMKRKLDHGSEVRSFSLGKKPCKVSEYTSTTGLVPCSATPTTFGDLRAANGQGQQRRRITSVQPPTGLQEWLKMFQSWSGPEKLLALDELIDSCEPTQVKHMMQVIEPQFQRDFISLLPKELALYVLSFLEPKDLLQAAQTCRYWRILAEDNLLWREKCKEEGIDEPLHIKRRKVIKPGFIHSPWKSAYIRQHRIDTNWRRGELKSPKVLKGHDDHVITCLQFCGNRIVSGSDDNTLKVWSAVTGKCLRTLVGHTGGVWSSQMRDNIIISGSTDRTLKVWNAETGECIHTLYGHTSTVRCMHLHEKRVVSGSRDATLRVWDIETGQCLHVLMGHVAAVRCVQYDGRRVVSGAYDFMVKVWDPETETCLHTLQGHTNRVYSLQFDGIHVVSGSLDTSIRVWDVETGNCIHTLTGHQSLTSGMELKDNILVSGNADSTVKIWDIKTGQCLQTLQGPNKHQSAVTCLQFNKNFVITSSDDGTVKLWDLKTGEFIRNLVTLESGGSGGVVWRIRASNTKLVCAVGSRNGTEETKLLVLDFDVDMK
MITF inh: blocks human microphthalmia-associated transcription factor | AlphaScreen MITF homodimerization, bead proximity signal | inhibition, % at 2.6 µM | 0.91% of 650,000 active | AID 1259374; in the data active = inhibition above about 50%;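 also: 0% = vehicle wells with protein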
* hit, by the source's call; . = no result given.

SMILES	TEAD-YAP block	GPR151 activ	FBW7 act	MITF inh
N#CCCSc1ccccc1NC(=O)c1ccc(Br)s1	-10	1.7	0.0	5
Cc1cc(Cl)ccc1NC(=O)CN(c1cccc(C)c1C)S(=O)(=O)c1ccccc1	-4	-0.8	0.0	5
Cc1onc(-c2ccccc2)c1CNS(=O)(=O)c1ccc(F)cc1F	5	-1.1	-0.3	-17
CCCN(CCC)S(=O)(=O)c1ccc(NC(=O)/C=C/c2ccccc2)cc1	5	0.1	0.9	17
O=[N+]([O-])c1ccc(Cl)c(S(=O)(=O)NC2CCCCC2)c1	-5	-1.1	0.5	6
CCOC(=O)CNC1CC(=O)N(c2ccc(OCC)cc2)C1=O (configuration not stated)	3	-0.4	0.0	2
N#Cc1ccc(Nc2ccccc2)c([N+](=O)[O-])c1	3	0.2	-1.6	25
O=C1CSC(c2ccc(Cl)cc2Cl)N1c1ccccc1 (configuration not stated)	6	-0.9	0.0	15
COc1cccc2c1OC(c1cccc(F)c1)N1N=C(c3cccnc3)CC21 (configuration not stated)	-23	0.9	-0.1	11
CC(NC(=O)CSc1nnc(-c2ccccc2Br)o1)c1ccccc1 (configuration not stated)	-5	0.8	0.0	-11
CC1CCN(c2ccc([N+](=O)[O-])cc2)CC1	-20	-0.7	-0.1	4
Cc1ccc(-n2ncc3c(=O)n(Cc4ccccn4)cnc32)cc1	-6	-0.3	0.0	16
Cc1cccc(C(=O)Oc2coc(CSc3nccn3C)cc2=O)c1	-2	0.3	0.0	3
COc1ccc(NCc2cc3sccc3n2C)cc1OC	-2	0.1	0.1	5
COc1cccc(CNc2ccc(F)cc2F)c1O	-1	0.3	0.0	-7
COC(=O)COc1cc(=O)oc2ccc(NS(=O)(=O)c3ccccc3)cc12	-8	-0.7	0.5	-7
COC(=O)c1ccc2c(=O)n(C3CCCCC3)c(SCC(=O)c3ccc(Cl)cc3)nc2c1	-2	-2.1	0.6	-7
COc1cccc(C2Nc3ccc(C(=O)O)cc3C3C=CCC32)c1OC (configuration not stated)	32	1.0	-0.1	14
CCC(C)(C)c1ccc(OCCCC[n+]2cccc(C)c2)c(C(C)(C)CC)c1	85*	2.0	0.1	-22
COCC(=O)N(Cc1ccccc1)Cc1nc2sc(C)c(C)c2c(=O)[nH]1	-1	-1.3	0.0	11
Cc1cc(OC(=O)c2cc3ccccc3o2)c([N+](=O)[O-])c(=O)[nH]1	3	-0.3	0.1	1
COC(=O)C1=NNC(C(=O)c2ccc(Cl)cc2)C1c1ccc(OC)cc1 (configuration not stated)	-1	-0.5	0.1	-5
CCC(C)NC(=O)CSc1nc(NC2CCCCC2)c2ccccc2n1 (configuration not stated)	10	-0.9	-0.1	-6
CC(C)CC(=O)Nc1c(C(=O)Nc2ccc3c(c2)OCO3)oc2ccccc12	-1	1.2	-0.3	1
CC(C)c1ccc(NC(=O)c2ccc(F)c(S(=O)(=O)NCc3ccc(F)cc3)c2)cc1	-4	0.2	0.2	-14

Record cards, from the list above. Order of screens: TEAD-YAP block | GPR151 activ | FBW7 act | MITF inh
Results for Cc1ccc(-n2ncc3c(=O)n(Cc4ccccn4)cnc32)cc1 → -6 | -0.3 | 0.0 | 16
Results for COc1ccc(NCc2cc3sccc3n2C)cc1OC → -2 | 0.1 | 0.1 | 5

Remaining list, next part
SMILES	TEAD-YAP block	GPR151 activ	FBW7 act	MITF inh
CCCOc1ccccc1C1CC(=O)NC2=C1C(=O)CC(C)(C)C2 (configuration not stated)	-4	-0.4	-0.1	5
Cc1ccc2nc(-c3ccc(N4C(=O)CC(NCCc5ccccc5F)C4=O)cc3)sc2c1 (configuration not stated)	-25	1.7	0.0	18
COc1ccc(Nc2ccc(-c3ccccc3SC)cn2)cn1	-9	-0.1	-0.2	13
COc1cc(N)c(Cl)cc1C(=O)OCC(=O)N1c2ccccc2NC(=O)C1(C)C	7	1.1	-0.2	7
O=Cc1ccc(-c2nccnc2NS(=O)(=O)c2ccccc2Cl)cc1	-6	0.1	-0.4	3
CCC(Oc1ccccc1)C(=O)NCc1ccncc1 (configuration not stated)	-3	0.5	-0.1	-2
CC(C)(C)c1ccc(Oc2coc3cc(OC(=O)c4cncc(Br)c4)ccc3c2=O)cc1	13	0.7	-0.2	-6
Nc1c(C(=O)c2ccco2)sc2nsc(SCCN3CCOCC3)c12	-52	-0.8	0.8	9
CCOC(=O)c1c(NC(=O)c2ccc(C)c([N+](=O)[O-])c2)sc(C(=O)Nc2cccc(Cl)c2C)c1C	1	-0.2	0.0	-4
COc1ccccc1-n1c(=O)[nH]c2c(C(N)=O)nc(-c3ccc(F)c(F)c3)nc21	-5	0.0	0.1	1
COc1cc(C(=O)Nc2ccccc2C(F)(F)F)cc(OC)c1OC	0	1.2	0.0	10
OCC1CCCN1c1nc(NCc2nc3ccccc3[nH]2)c2ncn(-c3ccsc3)c2n1 (configuration not stated)	72*	0.2	0.2	25
CSc1ccc(C2C(C(=O)OC(C)C)=C(C)N=C3SCC(=O)N32)cc1 (configuration not stated)	-8	1.6	0.1	6
Cc1ccc(OC(=O)c2cccc(S(=O)(=O)N(C)C)c2)cc1C	-3	0.4	0.0	-4
COc1cc(C)ccc1CCCC(=O)N/N=C/c1ccc([N+](=O)[O-])cc1	-2	2.9	-0.2	-9
O=C(COCc1nc2ccccc2c(=O)[nH]1)NC(c1ccccc1)c1ccccc1	-3	0.0	0.1	4
CSCCCN1CCc2nnc(CCNC(=O)C(C)C)n2CC1	-3	-0.7	0.0	-33
O=C(Cc1cccs1)N/N=C\c1cccc([N+](=O)[O-])c1	1	-0.9	0.1	15
CN(C)C(=O)N1CCN(S(=O)(=O)c2cccc([N+](=O)[O-])c2)CC1	13	-0.3	-0.2	77*
COc1ccc(Cl)cc1N(CC(=O)Nc1ccccc1-c1ccccc1)S(C)(=O)=O	-15	0.6	0.2	4
O=S(=O)(c1cccc(CCl)c1)N1CCOCC1	-5	-2.3	0.5	-7
COC(=O)c1cc(NC(=O)CCCOc2ccc(Cl)cc2C)cc(C(=O)OC)c1	3	-0.6	0.0	4
COC(=O)c1ccccc1NC(=O)C(=O)NCC1CCCO1 (configuration not stated)	-14	-1.9	0.0	-4
CN1CCN(CCCCOc2cccc([N+](=O)[O-])c2)CC1	6	5.6*	0.1	-2
Cc1cc2c(s1)c1cnn(CC(=O)N3CC(C)CC(C)C3)c(=O)c1n2C (configuration not stated)	-2	1.1	0.0	6

Among those listed so far, these contain two or more sulfur atoms.
SMILES	TEAD-YAP block	GPR151 activ	FBW7 act	MITF inh
N#CCCSc1ccccc1NC(=O)c1ccc(Br)s1	-10	1.7	0.0	5
Nc1c(C(=O)c2ccco2)sc2nsc(SCCN3CCOCC3)c12	-52	-0.8	0.8	9
CSc1ccc(C2C(C(=O)OC(C)C)=C(C)N=C3SCC(=O)N32)cc1 (configuration not stated)	-8	1.6	0.1	6

Further structures
SMILES	TEAD-YAP block	GPR151 activ	FBW7 act	MITF inh
CCOC1OC(=O)C(Cl)=C1Nc1cc(C)ccc1C (configuration not stated)	-29	-1.0	0.2	0
O=C(c1ccc2c(c1)C(=O)N(c1ccccn1)C2=O)N1CCN(c2ccccc2)CC1	-11	-0.2	0.0	-5
COc1ccc(/C=C\c2cc(OC)c(OC)c(OC)c2)cc1O	.	-0.6	.	-3
COc1cc(NS(=O)(=O)c2ccc(NC(=O)c3ccccc3)cc2)ncn1	2	-0.5	-0.1	8
CC1(C)CC(=O)C(C=NCCCCCCN=CC2=C(O)CC(C)(C)CC2=O)=C(O)C1	-2	-0.1	0.3	-6
O=C(O)C1Cc2c([nH]c3ccccc23)C(c2ccc3c(c2)OCO3)N1 (configuration not stated)	12	1.1	0.0	-2
O=C(O)CC1(CC(=O)Nc2ccc3ccccc3n2)CCCCC1	0	-1.2	0.2	-10
Cc1cc(Cl)nc(Oc2ccc(F)cc2)c1C(N)=O	0	1.3	-0.1	3
CCOC(=O)C1C(=O)NC(SCC(=O)Nc2ccccc2CC)=C(C#N)C1c1ccccc1OCC (configuration not stated)	16	0.3	0.6	17
O=C(CSc1nc2ccccc2o1)N1c2ccccc2CCc2ccccc21	-5	0.2	-0.3	4
CCC(C)CN1CCC(N(C)CC(=O)OC)CCC1=O (configuration not stated)	-3	0.7	-0.1	-8
CC(=O)CC1OC(=O)C(Br)=C1NCc1ccccc1 (configuration not stated)	1	-1.3	0.2	11
CCN(CC)c1nc(C)nc2sc(C(=O)Nc3cc(Cl)c(OC)cc3OC)c(C)c12	9	0.0	0.1	-3
CCCCN(CCCC)S(=O)(=O)c1ccc(C(=O)Nc2sc3c(c2C(=O)OCC)CC(C)(C)NC3(C)C)cc1	5	-0.4	0.0	-5
CC(C)CC(=O)N1C(=O)c2cccc3c(S(=O)(=O)N(C)C)ccc1c23	0	0.3	0.0	8
O=C(O)C1CCCN1c1nc(-c2ccccc2)c2cc([N+](=O)[O-])ccc2n1 (configuration not stated)	13	0.0	0.5	18
COc1ccc(-c2nc3c4c5c(sc4ncn3n2)CCCCC5)cc1	-16	0.0	0.0	-8
COc1cc(C(=O)NC(=S)Nc2cc(C)on2)cc(OC)c1OC	-2	0.7	0.2	6
O=C(CCc1cccs1)N1CCCC(c2ccn[nH]2)C1 (configuration not stated)	-1	1.9	0.0	8
CC1=NN2C(=N)/C(=C/c3cn(Cc4ccc(C)cc4)c4ccccc34)C(=O)N=C2S1	2	0.3	0.1	-6
O=C(O)c1ccc(-c2nc(-c3ccc(-c4ccccc4)cc3)c(-c3ccc(-c4ccccc4)cc3)[nH]2)cc1	7	0.7	0.1	-3
Cc1ccc(-c2c(N3CCCCC3C)c(=O)c2=O)cc1 (configuration not stated)	1	-0.8	-0.1	-6
COc1cc(/C=c2/sc3n(c2=O)NC2(c4ccccc4)N(C)C(=O)N(C)C2(c2ccccc2)N=3)ccc1O (configuration not stated)	-2	-1.3	0.1	-1
Cc1sc(NC(=O)Cc2cccs2)c(C#N)c1C	-2	0.4	-0.1	-15
C=CCOCCNc1nc(CC)nc2c1nnn2Cc1ccc(F)cc1	-1	-0.1	0.0	-7
Additional records.
SMILES	TEAD-YAP block	GPR151 activ	FBW7 act	MITF inh
CCN(CCCNC(=O)C1CCCN(S(=O)(=O)CC)C1)c1cccc(C)c1 (configuration not stated)	-1	0.4	0.0	7
CCOc1ccc(NC(=O)CSc2nccn2Cc2ccco2)cc1	-27	0.1	0.2	19
COC(=O)C(O)(c1ccc(O)c(C(C)(C)C)c1)C(F)(F)F (configuration not stated)	2	-0.9	0.4	18
COc1cccc(NC(=O)C2(c3ccc(OC)c(OC)c3)CCOCC2)c1	-1	0.5	-0.1	-11
O=C1COc2ccc(C(=O)COC(=O)c3ccccc3C(F)(F)F)cc2N1	-12	0.0	0.5	-1
COc1ccccc1-c1ccc(SCC(=O)N2CCOCC2)nn1	-5	2.7	-1.7	-8
O=[N+]([O-])c1ccc(Nc2c3c(nc4ncnn24)CCC3)cc1	-14	3.1	-0.1	-3
CN(C)S(=O)(=O)c1ccc(C(=O)Nc2nc(-c3ccccc3)c(C(=O)c3ccccc3)s2)cc1	2	0.5	-0.1	5
Cc1c(C=O)c2ccccc2n1CC(=O)NC(C)C	2	0.0	-0.1	1
Cc1cc(CN(C)C(=O)CC2C(=O)NCCN2Cc2ccc(-c3ccccc3)cc2)n[nH]1 (configuration not stated)	-2	-1.0	-0.2	8
CCOC(=O)N1CCN(c2nc(C)nc3sc4c(c23)CCC(C)C4)CC1 (configuration not stated)	-3	1.9	0.1	5
CC(=O)Nc1ccc(S(=O)(=O)NC(C(C)C)C(C)C)cc1	1	0.9	0.4	16
O=c1[nH]c(=O)n(-c2ccccc2)c(O)c1C=Nc1ccc(Br)cc1	3	-0.5	0.2	21
Cn1c2ccccc2c2cc(/C=C/C(=O)c3cccs3)ccc21	-2	-0.2	0.2	6
CCCn1c(NC(=O)c2ccco2)nc2ccccc21	29	-0.3	-0.2	-6
CC(=O)C1=C(c2ccc(C)c(C)c2)N(C(C)=O)n2c(C)nnc2S1	18	-1.9	-1.3	-1

Four compounds out of the list, sorted by molecular weight, descending:
SMILES	TEAD-YAP block	GPR151 activ	FBW7 act	MITF inh
Cc1cc(CN(C)C(=O)CC2C(=O)NCCN2Cc2ccc(-c3ccccc3)cc2)n[nH]1 (configuration not stated)	-2	-1.0	-0.2	8
O=c1[nH]c(=O)n(-c2ccccc2)c(O)c1C=Nc1ccc(Br)cc1	3	-0.5	0.2	21
COc1cccc(NC(=O)C2(c3ccc(OC)c(OC)c3)CCOCC2)c1	-1	0.5	-0.1	-11
CC(=O)C1=C(c2ccc(C)c(C)c2)N(C(C)=O)n2c(C)nnc2S1	18	-1.9	-1.3	-1
